# From PubChem
# JMJD2A Tudor inh – qHTS Assay for Inhibitors of JMJD2A-Tudor Domain; AID 504339, 2011; 4.4% of 390,000 active; AlphaScreen JMJD2A-Tudor / H3K4me3 peptide binding; Lysine-specific demethylase 4A (Homo sapiens), O75164; Potency, µM (doses to about 114 µM), for the others: at the top dose activity change, negative = inhibition, hits mostly inhibitors; further: potency means the concentration at half of the fitted maximal effect; on the % scale 0 is the no-effect control and ±100 the full control effect; nearly all actives have a fitted effect of over 50% in size
# G9a block – qHTS Assay for Inhibitors of Histone Lysine Methyltransferase G9a; Histone-lysine N-methyltransferase EHMT2 (Homo sapiens), Q96KQ7; G9a H3K9 monomethylation, AlphaScreen, 2 h; Potency, µM (doses to about 102 µM), inactives show at the top dose activity, negative = inhibition, hits mostly inhibitors; 8.8% of 350,000 active; AID 504332, 2011; further: potency means the concentration at half of the fitted maximal effect; on the % scale 0 is the no-effect control and ±100 the full control effect; nearly all actives have a fitted effect of over 75% in size
# Target sequence (Q96KQ7 913-1193 limits assumed): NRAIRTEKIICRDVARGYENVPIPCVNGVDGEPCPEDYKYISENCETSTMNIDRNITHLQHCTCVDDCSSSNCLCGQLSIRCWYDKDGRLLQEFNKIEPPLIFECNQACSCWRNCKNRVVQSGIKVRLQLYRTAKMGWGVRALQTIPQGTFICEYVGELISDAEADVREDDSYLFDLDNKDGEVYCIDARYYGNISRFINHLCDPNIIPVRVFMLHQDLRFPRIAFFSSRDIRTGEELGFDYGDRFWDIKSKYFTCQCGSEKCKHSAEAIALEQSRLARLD
#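 Step 1: enzyme (final 20 nM) with compound, 15 min RT. Step 2: substrate peptide 500 nM and SAM 20 uM, 2 h RT. Step 3: anti-H3K9me1 antibody and AlphaScreen beads, 10 min, then plate read.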
# HP1b chromo inh – HTS for Inhibitors of HP1-beta Chromodomain Interactions with Methylated Histone Tails. AID 540317, 2011. 0.56% of 390,000 active. Chromobox protein homolog 1 (Homo sapiens), P83916. Potency, µM (highest dose often 114 µM), for inactives: at the top dose activity change, negative = inhibition, hits mostly inhibitors. AlphaScreen HP1-beta / biotin-H3K9me3 peptide binding; further: potency means the concentration at half of the fitted maximal effect; nearly all actives have a fitted effect of over 70% in size; inactives centre near 23
#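 AlphaScreen: HP1-beta (50 nM) preformed 30 min with biotin-H3(1-18)K9me3 peptide (50 nM) in PBS pH 7.4, 0.01% Tween-20. Compound added for 30 min at RT, then streptavidin donor/nickel chelate acceptor beads (10 ug/mL) for 30 min.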
# GLS inh – qHTS for Inhibitors of Glutaminase (GLS). Glutaminase kidney isoform, mitochondrial (Homo sapiens), O94925. GLS enzymatic activity, qHTS titration. Potency, µM (titrated, usually from 45.5 µM), for inactives: at the highest dose activity change, negative = inhibition, usual class: inhibitors. 0.21% of 410,000 active; further: potency means the concentration at half of the fitted maximal effect; on the % scale 0 is the no-effect control and ±100 the full control effect
#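 Compounds were pin-transferred onto hKGA, after which L-glutamine (1 mM solution) and a detection mix of glutamate oxidase, HRP and Amplex Red were added. Initial and 30 min RT fluorescence reads were collected.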
# BAZ2B inh – qHTS Assay for Inhibitors of BAZ2B; AlphaScreen BAZ2B-H3K14Ac peptide displacement; Potency, µM (highest dose often 114 µM), for the others: at the highest dose activity change, negative = inhibition, actives largely listed as inhibitors; 4.4% of 360,000 active; further: potency means the concentration at half of the fitted maximal effect; on the % scale 0 is the no-effect control and ±100 the full control effect; nearly all actives have a fitted effect of over 60% in size
#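 Compounds, titrated to a top concentration of 110 uM, were incubated 30 min at room temperature with preformed BAZ2B/acetyl-K14 H3 peptide complex (50 nM each). Proximity signal was measured by AlphaScreen after 20 min with beads.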
# PI4K2A inh – qHTS for small molecular inhibitors of PI4K2A. purified PI4K2A, ADP-Glo luminescence, 1 h; active compounds read low. activity change, negative = inhibition, % at 76.9 µM. 0.13% of 420,000 active. AID 1346378, 2018; in the data active means activity change below about -50%; inconclusive means mostly about -30% to -49%;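 further: -100% = wells without enzyme as full effect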
# Target sequence (Q9BTU6 whole entry, looked up): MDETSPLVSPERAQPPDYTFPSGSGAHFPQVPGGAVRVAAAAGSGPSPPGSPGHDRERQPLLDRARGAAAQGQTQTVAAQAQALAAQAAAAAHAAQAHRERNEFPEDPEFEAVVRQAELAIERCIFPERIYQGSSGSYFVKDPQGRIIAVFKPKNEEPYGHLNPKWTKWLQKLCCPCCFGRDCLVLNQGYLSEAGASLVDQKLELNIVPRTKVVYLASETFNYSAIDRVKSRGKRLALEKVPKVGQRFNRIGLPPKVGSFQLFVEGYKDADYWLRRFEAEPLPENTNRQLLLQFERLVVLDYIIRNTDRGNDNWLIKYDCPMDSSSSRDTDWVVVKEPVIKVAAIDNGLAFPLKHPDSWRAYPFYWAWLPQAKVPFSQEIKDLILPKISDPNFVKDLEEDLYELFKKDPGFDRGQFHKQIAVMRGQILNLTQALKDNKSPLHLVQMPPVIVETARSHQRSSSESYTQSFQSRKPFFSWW
#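 Compounds are screened against recombinant PI4K2A using PI as substrate and ATP, the latter dispensed at 300 microM. Reactions run one hour at ambient temperature before ADP-Glo detection; full inhibition defined by wells lacking enzyme.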
# Tb PGK inh – qHTS Assay to Find Inhibitors of Phosphoglycerate Kinase; AID 602233, 2012; 0.043% of 380,000 active; PGK/GAPDH coupled, Kinase-Glo luminescence, 60 min; Potency, µM (series often up to 57.5 µM), inactives show at the highest dose activity change, negative = inhibition, hits mostly inhibitors; further: potency means the concentration at half of the fitted maximal effect; on the % scale 0 is the no-effect control and ±100 the full control effect; nearly all actives have a fitted effect of over 60% in size
#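 Luminescent ATP detection (Kinase-Glo Plus) follows a 60-minute room-temperature incubation, with wells lacking PGK as controls. Buffer: 100 mM TEA (pH 7.6), 5 mM MgCl2, 0.01% Tween-20. Coupling enzyme GAPDH (100 nM final) supplies unstable 1,3-BPG in-well.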
# Pol eta inh – qHTS for Inhibitors of Polymerase Eta; DNA polymerase eta (Homo sapiens), Q9Y253; AID 588591, 2011; recombinant Pol eta, fluorescent DNA replication assay; 1.2% of 390,000 active; Potency, µM (highest dose often 114 µM), for the others: top-dose activity change, negative = inhibition, hits mostly inhibitors; further: potency means the concentration at half of the fitted maximal effect; on the % scale 0 is the no-effect control and ±100 the full control effect
#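 Pol eta (10 nM) was preincubated with compounds for 15 min at room temperature, after which fluorescent replication substrate (50 nM final) was added to start the reaction. Fluorescence was read kinetically at 0 and 10 min.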
# Pin1 inh – qHTS Assay to Find Inhibitors of Pin1 | Peptidyl-prolyl cis-trans isomerase NIMA-interacting 1 (Homo sapiens), Q13526 | Pin1 FP peptide displacement, HiFluor488, 10 min | Potency, µM (series often up to 115 µM), inactives show top-dose activity, negative = inhibition, hits mostly inhibitors | 0.009% of 390,000 active | AID 504891, 2011; active means well fitted inhibition curve with a large enough effect in the polarisation, with a control signal flat, not every such curve was filed as active; inconclusive means small, poorly fitted or top-dose-only effect, or effect the other way, or a change in a side signal; inactive means no such curve, though single readings can be large or run the other way; the % refers to the polarisation; further: potency means the concentration at half of the fitted maximal effect; on the % scale 0 is the no-effect control and ±100 the full control effect
# Target sequence (Q13526 whole entry, looked up): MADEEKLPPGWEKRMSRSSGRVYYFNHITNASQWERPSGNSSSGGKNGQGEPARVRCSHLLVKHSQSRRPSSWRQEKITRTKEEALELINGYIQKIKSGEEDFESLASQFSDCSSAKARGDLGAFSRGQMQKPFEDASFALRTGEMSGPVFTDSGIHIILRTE
# An asterisk follows results filed as active; i = inactive; ? = inconclusive; · = no result given; [ ] = dose if it differs, or a comment. Unless noted, the call rests on the fitted dose curve; in most records, active means well fitted curve in the direction sought with a large enough effect; inconclusive means small, poorly fitted or top-dose-only effect, or another doubt; inactive means no such curve, though single readings can be large; an effect the other way counts as inactive or inconclusive.
BAZ2B inh	JMJD2A Tudor inh	HP1b chromo inh	G9a block	Pin1 inh	PI4K2A inh	GLS inh	Tb PGK inh	Pol eta inh	SMILES
-28%	-18%	1%	-35%	1%	0	-12%	-4%	-6%	COc1ccccc1N(Cc1ccccc1)S(=O)(=O)c1cc(C(=O)O)ccc1Cl
-4%	11%	18%	13%	2%	-1	12%	6%	-11%	O=C(CN(C(=O)CNS(=O)(=O)c1ccccc1)c1ccc(Cl)cc1)NCC1CCCO1 (centres undefined)
-37%	-3%	41%[activator]	21%	1%	-9	2%	-9%	?	Cc1nnc2sc(COc3ccccc3)nn2c1=O
-15%	?	-11%	?	-6%	0	16%	-6%	-5%	Cc1ccc(O)c(C(=O)c2cnc3c(c2)COc2ccccc2-3)c1
5%	-8%	19%	18%[59 µM]	8%	2	15%	-8%	-3%	CCOC(=O)c1c(NC(=O)CSc2nc3ccccc3c(=O)n2-c2ccc(F)cc2)sc(C(C)=O)c1C
5%	16%[57.1 µM]	19%	-39%	-4%	-2	14%	3%	-10%	O=C(CN1CCCCC1)Nc1ccccc1NC(=O)CN1CCCCC1
35%[activator]	-11%	44%[activator]	?	-2%	?	-15%	-4%	-21%	Cn1c(NC(=O)Cc2ccc(F)cc2)cc(=O)n(C)c1=O
-2%	-22%	3%	-13%	21%	-1	11%	i	-12%	COc1ccc2c(CC(=O)OCC(=O)Nc3sc4c(c3C#N)CCC(C)C4)coc2c1 (centres undefined)
8%	-7%	15%	13%	0%	-2	1%	-4%	-13%	Cc1nn(-c2ccccc2)c(C)c1C(=O)NCc1cccs1
-8%	?	18%	14%[12.7 µM]	19%	-3	-2%	i	-9%	CCC1CCc2sc(C(=O)NCC(c3ccc(OC)cc3)N3CCOCC3)cc2C1 (centres undefined)

# Grouped by structure: the compounds so far containing a thiophene ring, fused or not.
BAZ2B inh	JMJD2A Tudor inh	HP1b chromo inh	G9a block	Pin1 inh	PI4K2A inh	GLS inh	Tb PGK inh	Pol eta inh	SMILES
5%	-8%	19%	18%[59 µM]	8%	2	15%	-8%	-3%	CCOC(=O)c1c(NC(=O)CSc2nc3ccccc3c(=O)n2-c2ccc(F)cc2)sc(C(C)=O)c1C
-2%	-22%	3%	-13%	21%	-1	11%	i	-12%	COc1ccc2c(CC(=O)OCC(=O)Nc3sc4c(c3C#N)CCC(C)C4)coc2c1 (centres undefined)
8%	-7%	15%	13%	0%	-2	1%	-4%	-13%	Cc1nn(-c2ccccc2)c(C)c1C(=O)NCc1cccs1
-8%	?	18%	14%[12.7 µM]	19%	-3	-2%	i	-9%	CCC1CCc2sc(C(=O)NCC(c3ccc(OC)cc3)N3CCOCC3)cc2C1 (centres undefined)

# Continued.
BAZ2B inh	JMJD2A Tudor inh	HP1b chromo inh	G9a block	Pin1 inh	PI4K2A inh	GLS inh	Tb PGK inh	Pol eta inh	SMILES
-2%	2%	32%	14%	-2%	6	1%	4%	-16%	Cc1ccccc1NC(=O)C(C)c1cccc(C(=O)c2ccccc2)c1 (centres undefined)
?	-23%	24%	?	-20%	-2	2%	-2%	-3%	CC1CN(c2snnc2C=C2C(=O)OC(C)(C)OC2=O)CC(C)O1 (centres undefined)
-16%	-6%	33%	11%	4%	2	0%	0%	-9%	Cc1ccc(NC(=O)c2cc(F)c(F)cc2Cl)nc1
15%	-5%	38%	21%[59 µM]	22%	-1	3%	-9%	5%	CCOc1ccc(C(=O)c2cn(Cc3ccc(Cl)cc3)c3cc(OC)c(OC)cc3c2=O)cc1
9%	2%	33%[activator]	-36%[12.7 µM]	-6%	3	-2%	·	-16%	O=S(=O)(CCSc1nc2ccccc2o1)Cc1ccccc1
3%	-33%	32%	-2%[12.7 µM]	-8%	-1	2%	-1%	-14%	CCOc1ccc(NC(=O)C2CC(=O)N(CCc3ccc(OC)c(OC)c3)C2)cc1OCC (centres undefined)
-5%	1%[57.1 µM]	20%	69%[activator][59 µM]	?	1	2%	-2%	5%	Cc1ccc(C(=O)c2cn(-c3ccc(F)c(Cl)c3)nn2)cc1
3%	-17%	-6%	-4%	-12%	-5	7%	-4%	-8%	Cn1c(COc2ccc(Cl)cc2)nnc1SCC(=O)NC1CCCC1
·	-26%	23%	·	-6%	0	20%	3%	-10%	C[C@H](CO)N1C[C@H](C)[C@@H](CN(C)Cc2ccc(C(=O)O)cc2)Oc2c(NS(=O)(=O)c3cn(C)cn3)cccc2C1=O
13%	6%	30%	?	1%	-4	-4%	-7%	-4%	CCCNC(=O)CCCN1C(=O)c2ccccc2Sc2ncccc21
40µM*	?	?	14µM*	23%	?	6%	?	?	CC[n+]1c(/C=C/c2ccc(N(C)C)cc2)ccc2ccccc21
-22%	-18%	18%	?	-1%	-6	0%	-3%	-14%	Cc1cc(S(=O)(=O)N2CCN(Cc3noc(CCC(=O)N4CCCCC4)n3)CC2)ccc1F
6%	89µM*	21%	-2%[59 µM]	-9%	1	-3%	-3%	-20%	CCCCN1C(=O)CCC(C(=O)O)C1c1ccc(OC)cc1 (centres undefined)
-5%	-15%	31%	39%[12.7 µM]	-5%	2	0%	-3%	-19%	CCc1ccc(N2CC(C(=O)NCC(C)(C)N3CCOCC3)CC2=O)cc1 (centres undefined)
-1%	-11%	-11%	·	1%	-8	-7%	1%	-8%	CCOC(=O)Cc1c(Cl)c2ccccc2[nH]c1=O
-5%	3%	25%	·	6%	7	-6%	-6%	-9%	Cc1cc(=O)[nH]c(N/N=C/c2ccc3c(c2)OCCO3)n1
-1%	-16%	22%	-4%	4%	-10	-1%	-3%	-11%	COc1cc(SC)ccc1C(=O)Nc1ccc(OCC(=O)N2CCOCC2)cc1
18%	-14%	14%	-6%[59 µM]	-3%	-2	5%	-1%	-7%	COC(=O)Cc1cc(=O)[nH]c(/N=C(\N)Nc2ccc(C)cc2C)n1
15%	-17%	38%	19%[59 µM]	3%	0	8%	-7%	-7%	CC#CCN1c2ccccc2[C@]23C[C@@H](C(=O)OC)N(C(=O)OCC)C2=NC(C(=O)OC)=C(C(=O)OC)[C@H]13
·	·	·	·	·	2	13%	-5%	5%	O=C(COC(=O)CCS(=O)(=O)c1ccccc1)NNC(=O)c1ccc([N+](=O)[O-])cc1
·	·	·	·	·	-1	-3%	4%	-19%	O=C(O)c1cccc(S(=O)(=O)Nc2ccccc2Oc2ccccc2)c1
-4%	?	7%	5%[59 µM]	?	-1	34%[activator]	·	-5%	O=C(Nc1ccccc1)c1ccc[nH]1
10%	-21%	17%	11%[2.33 µM]	-5%	6	-3%	-15%	-7%	Cc1cccc(C(C)n2nnc3ccccc32)c1O (centres undefined)
·	12%	62%[activator]	·	-15%	-4	-11%	-4%	-4%	O=S(=O)(c1ccccc1)N1CCc2ccccc21
-32%	-9%	21%	?	23%	-6	1%	-2%	-4%	Cc1cc(NC(=O)CC(C)C)c(=O)n(Cc2cccc(F)c2)c1
14%	-16%	55%[activator]	11%[59 µM]	18%	2	-2%	-1%	-3%	COC(=O)C1CCCN1C(=O)COc1ccc(Cl)cc1Br (centres undefined)
·	-15%	7%	·	-8%	-7	0%	-5%	-26%	COc1ccc(OCc2nnc(SC(C)C(=O)Nc3ccc(N4CCOCC4)cc3)n2C)cc1 (centres undefined)
0%	0%	49%[activator]	4%[59 µM]	-1%	2	5%	i	-13%	CC(=O)Nc1ccc(S(=O)(=O)N2CCN(C(=O)c3ccccc3F)CC2)cc1
?	?	?	-3%[12.7 µM]	-5%	3	12%	-7%	-12%	COc1cccc(C2C(C(C)=O)=C(O)C(=O)N2Cc2ccco2)c1 (centres undefined)
?	?	9%	-25%[12.7 µM]	0%	-3	1%	-5%	-3%	O=C(NCCCn1ccnc1)c1ccco1
-10%	-19%	32%	8%	-9%	-4	-8%	i	-5%	COc1cccc(CC(NC(C)=O)C(=O)NC2CCN(S(=O)(=O)c3ccc(C)cc3)CC2)c1OC (centres undefined)
20%	41%[activator]	64%[activator]	26%[59 µM]	-12%	5	5%	0%	-15%	O=C(Nc1cccc(Cl)c1)OCc1cnc(Cl)s1
-3%	-14%	42%[activator]	26%[59 µM]	9%	1	21%	9%	-15%	CC1c2[nH]c3ccccc3c2CCN1S(C)(=O)=O (centres undefined)
-9%	-14%	36%	·	-7%	-2	-1%	i	-11%	O=[N+]([O-])c1ccc2nc(-c3ccc(Cl)cc3)n(OCc3ccccc3)c2c1
-1%	-14%	25%	47%[59 µM]	-6%	3	-7%	-11%	-8%	Cc1cccc(-c2nc(SCc3ccc(Br)cc3)n3[nH]c(=O)cc3n2)c1
-4%	-1%	34%	7%	2%	0	-2%	11%	-17%	O=C(Nc1ccc(Br)cc1)Nc1ccccc1Cl
·	-14%	39%	·	2%	1	0%	3%	-10%	COc1cc(C(=O)OCC(=O)NCC2CCCO2)cc(OC)c1OC (centres undefined)
-1%	-1%	32%	10%[59 µM]	-8%	-1	14%	-1%	-7%	CCNC(=S)Nc1ccc(Cl)cc1Cl
-11%	-15%	23%	6%[59 µM]	4%	-2	-9%	·	·	COc1ccc(NC(=O)CN2C(=O)C(c3ccc(C)cc3)=NC23CCCCCC3)cc1Cl
-6%	-7%	11%	-20%[59 µM]	3%	-4	-4%	2%	-13%	CC(C)CNC(CC(=O)Nc1cccc([N+](=O)[O-])c1)C(=O)O (centres undefined)

# Not all compounds are listed, so the mix of outcomes need not match the whole.
